Screening data (PubChem)
JMJD2A Tudor inh: inhibitors of human JMJD2A Tudor domain; O75164; AlphaScreen JMJD2A-Tudor / H3K4me3 peptide binding; Potency, µM (series often up to 114 µM), for inactives: at the highest dose activity change, negative = inhibition, most hits filed as inhibitors; hit rate 4.4% among 390,000; further: potency means the concentration at half of the fitted maximal effect; on the % scale 0 is the no-effect control and ±100 the full control effect; nearly all actives have a fitted effect of over 50% in size
HP1b chromo inh: inhibitors of HP1-beta chromodomain binding to methylated histone tails | AID 540317 | P83916 | Potency, µM (top dose mostly 114 µM), inactives show top-dose activity change, negative = inhibition, usual class: inhibitors | hit rate 0.56% among 390,000 | AlphaScreen HP1-beta / biotin-H3K9me3 peptide binding; further: potency means the concentration at half of the fitted maximal effect; nearly all actives have a fitted effect of over 70% in size; inactives centre near 23
Target sequence (P83916 whole entry, looked up): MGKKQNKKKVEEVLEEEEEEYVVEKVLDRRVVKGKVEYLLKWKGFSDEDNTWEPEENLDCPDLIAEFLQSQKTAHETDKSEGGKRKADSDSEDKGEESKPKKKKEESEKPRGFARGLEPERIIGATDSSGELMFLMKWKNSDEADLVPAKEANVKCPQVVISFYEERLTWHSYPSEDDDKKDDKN
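HP1-beta protein (50 nM final) preincubated 30 min at room temperature with biotinylated H3(1-18)K9me3 peptide (50 nM) in PBS pH 7.4, 0.01% Tween-20, then compound added for 30 min. AlphaScreen streptavidin donor/nickel chelate acceptor beads (10 ug/mL final), 30 min dark, luminescence read.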
ERG Ets-DNA blk: ERG Ets/DNA interaction inhibition | fluorescence polarization, His-ERG Ets domain / labelled DNA | hit rate 0.028% among 370,000 | Potency, µM (highest dose often 76.9 µM), for inactives: at the top dose FP activity, negative = inhibition, usual class: inhibitors; active means well fitted inhibition curve with a large enough effect in the polarisation, with a control signal flat; inconclusive means small, poorly fitted or top-dose-only effect, or effect the other way, or a change in a side signal; inactive means no such curve, though single readings can be large or run the other way; the % refers to the polarisation;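 further: polarization taken with two DNA probes labelled with fluorescein and Texas red; potency means the concentration at half of the fitted maximal effect; % of control where 0% means no effect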
Target sequence (P11308 whole entry, looked up, the tested form may be a part): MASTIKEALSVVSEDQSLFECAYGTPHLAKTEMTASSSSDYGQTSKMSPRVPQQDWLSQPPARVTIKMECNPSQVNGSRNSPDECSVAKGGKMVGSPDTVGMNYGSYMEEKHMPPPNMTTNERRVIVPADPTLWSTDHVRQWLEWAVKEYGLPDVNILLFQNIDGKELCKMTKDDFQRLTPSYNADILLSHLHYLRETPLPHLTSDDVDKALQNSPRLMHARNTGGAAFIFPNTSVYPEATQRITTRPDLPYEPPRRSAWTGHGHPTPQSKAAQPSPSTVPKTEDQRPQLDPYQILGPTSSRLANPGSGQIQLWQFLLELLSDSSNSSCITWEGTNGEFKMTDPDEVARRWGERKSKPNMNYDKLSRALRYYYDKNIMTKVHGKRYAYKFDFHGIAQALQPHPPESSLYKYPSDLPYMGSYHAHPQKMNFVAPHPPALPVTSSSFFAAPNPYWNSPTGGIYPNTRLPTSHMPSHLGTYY
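His-tagged ERG Ets domain (1 uM in the protein solution; 300mM KCl, 50mM Tris-HCl, 1mM EDTA, 1mM DTT, pH 7.5) received compound, then a probe mix of 5 nM fluorescein-DNA and 100nM Texas-615-DNA. Fluorescence polarization was read for both dyes.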
G9a block: inhibitors of human histone lysine methyltransferase G9a; Q96KQ7; AID 504332; hit rate 8.8% among 350,000; G9a H3K9 monomethylation, AlphaScreen, 2 h; Potency, µM (series often up to 102 µM), for the others: at the highest dose activity, negative = inhibition, usual class: inhibitors; further: potency means the concentration at half of the fitted maximal effect; on the % scale 0 is the no-effect control and ±100 the full control effect; nearly all actives have a fitted effect of over 75% in size
Target sequence (Q96KQ7 913-1193 limits assumed): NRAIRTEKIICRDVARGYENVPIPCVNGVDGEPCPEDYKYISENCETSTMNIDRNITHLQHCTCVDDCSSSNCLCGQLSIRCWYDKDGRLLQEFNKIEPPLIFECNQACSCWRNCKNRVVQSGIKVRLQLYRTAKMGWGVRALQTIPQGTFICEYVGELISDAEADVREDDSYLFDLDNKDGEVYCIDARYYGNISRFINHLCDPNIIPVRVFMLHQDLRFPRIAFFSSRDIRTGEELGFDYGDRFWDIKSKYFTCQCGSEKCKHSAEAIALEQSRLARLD
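Step 1: enzyme (final 20 nM) with compound, 15 min RT. Step 2: substrate peptide 500 nM and SAM 20 uM, 2 h RT. Step 3: anti-H3K9me1 antibody and AlphaScreen beads, 10 min, then plate read.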
GLS inh: inhibitors of human glutaminase (GLS); AID 624170; GLS enzymatic activity, qHTS titration; O94925; Potency, µM (titrated, usually from 45.5 µM), inactives show at the top dose activity change, negative = inhibition, actives largely listed as inhibitors; hit rate 0.21% among 410,000; further: potency means the concentration at half of the fitted maximal effect; on the % scale 0 is the no-effect control and ±100 the full control effect
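Human kidney-isoform GLS in 45 mM KH2PO4 pH 8.2, 0.02% Tween-20, with compound, started with 1mM L-Glutamine (added stock). Glutamate oxidase/HRP/Amplex red coupled fluorescence read at start and after 30 min at RT.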
BAZ2B block: inhibitors of human BAZ2B bromodomain | AID 504333 | Q9UIF8 | hit rate 4.4% among 360,000 | AlphaScreen BAZ2B-H3K14Ac peptide displacement | Potency, µM (series often up to 114 µM), inactives show at the top dose activity change, negative = inhibition, most hits filed as inhibitors; further: potency means the concentration at half of the fitted maximal effect; on the % scale 0 is the no-effect control and ±100 the full control effect; nearly all actives have a fitted effect of over 60% in size
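AlphaScreen displacement: compounds (up to 110uM) incubated 30 min at room temperature with a preformed 50 nM BAZ2B/50 nM biotinylated H3K14Ac peptide complex in PBS pH 7.4 with Tween-20. Donor and acceptor beads at 10 ug/mL final added, 20 min light-protected before reading.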
RGS4 inhibitor: inhibitors of human regulator of G protein signaling 4; hit rate 0.039% among 390,000; Transcreener GDP fluorescence polarization, RGS4-accelerated GTP hydrolysis; Potency, µM (top dose mostly 114 µM), inactives show at the top dose activity change, negative = inhibition, most hits filed as inhibitors; P49798; further: potency means the concentration at half of the fitted maximal effect; on the % scale 0 is the no-effect control and ±100 the full control effect; nearly all actives have a fitted effect of over 75% in size; some results filed as inactive show a strong effect at the top dose
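MLSMR compounds (23 nl, pin-transferred) preincubated 10 min at room temperature with a 500nM (2x) first reagent, then RGS4 at 900nM (2x) plus Transcreener GDP mix added; fluorescence polarization (620/688 nm) read before and after 90 min at 30 °C.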
ALOX12 inh: blocks human arachidonate 12S-lipoxygenase. P18054. purified 12hLO, xylenol orange hydroperoxide absorbance. Potency, µM (highest dose often 108 µM), without a hit: top-dose activity change, negative = inhibition, actives largely listed as inhibitors. hit rate 1.1% among 580,000; further: potency means the concentration at half of the fitted maximal effect; on the % scale 0 is the no-effect control and ±100 the full control effect
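Purified human 12hLO at 150 nM in 25 mM Hepes, 0.01% Triton X-100, pH 7.0, preincubated 15 min at room temperature with compound. Reaction started with 40 uM arachidonic acid, 30 min at room temperature. Hydroperoxide measured by Fe-xylenol orange, 573/405 nm absorbance ratio.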
PI4K2A inh: PI4K2A (human) kinase inhibition. purified PI4K2A, ADP-Glo luminescence, 1 h; stronger effect = lower value. hit rate 0.13% among 420,000. Q9BTU6. activity change, negative = inhibition, % at 76.9 µM; in the data active means activity change below about -50%; inconclusive means mostly about -30% to -49%;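 further: -100% = wells without enzyme as full effect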
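Compounds are screened against recombinant PI4K2A using PI as substrate and ATP, the latter dispensed at 300 microM. Reactions run one hour at ambient temperature before ADP-Glo detection; full inhibition defined by wells lacking enzyme.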
Numbers without * were called inactive; ? = inconclusive; / = no result given; & = joins results of further samples; [ ] = dose if it differs, or a comment. Unless noted, the call rests on the fitted dose curve; in most records, active means well fitted curve in the direction sought with a large enough effect; inconclusive means small, poorly fitted or top-dose-only effect, or another doubt; inactive means no such curve, though single readings can be large; an effect the other way counts as inactive or inconclusive.

SMILES	JMJD2A Tudor inh	HP1b chromo inh	ERG Ets-DNA blk	G9a block	GLS inh	BAZ2B block	RGS4 inhibitor	ALOX12 inh	PI4K2A inh
O=C(Nc1ccccc1Cl)c1ccc(F)c(S(=O)(=O)NCc2ccc(Cl)c(Cl)c2)c1	-8%	28%	-3%	3%[59 µM]	3%	10%	16%	-6%	-7
CNC(=S)NCCCc1ccccc1	-9%	45%[activator]	-22%	/	2%	-5%	-11%	?	-1
CCC(=O)N1CCN(c2ccc(NC(=O)c3cccs3)cc2)CC1	-3%	5%	-7%	23%[59 µM]	39%[activator]	-12%	36%	0%	6
CC1CCC2(CC1)NC(=O)N(NC(=O)c1ccc(OC(C)C)cc1)C2=O (configuration not stated)	-11%	11%	-14%	-6%	2%	-2%	4%	-6%	0
Cc1ccc(CCNC(=O)Cn2ncc3c([nH]c4ccccc43)c2=O)cc1	-17%&-11%	39%&-15%	7%&1%	-5%	0%&2%	-9%&1%	-4%[56.9 µM]	-9%&-23%	5&3
CC1C(c2ccccc2)N(C)C(c2ccccc2)CC1(O)c1ccc(F)cc1 (configuration not stated)	-8%	45%[activator]	0%	-58%	-10%	/	-15%	?	-5
Cc1c(Cl)cccc1NC(=O)CCC(=O)NNC(=O)c1ccccc1	-17%	16%	-2%	23%	-2%	1%	36%	20%	3
COC(=O)CNc1nc(-c2cccnc2)nc2ccccc12	-5%	16%	-11%	-1%[59 µM]	13%	-27%	27%	3%	11
COc1cc(=O)[nH]c(SCC(=O)Nc2nc3c(s2)CCCC3)n1	32µM*	-5%	8%	9%[59 µM]	?	2%	?	-26%	3
CCOc1ccccc1NC(=O)CN1c2cccc3cccc(c23)S1(=O)=O	0%	64%[activator]	-1%	?	22%	13%	19%	-29%	2
CCN(CC)c1ccc(C=Nc2cccc(S(=O)(=O)N3CCOCC3)c2)c(O)c1	-11%	25%	-2%	/	18%	/	-15%	?	-5
CNC(=S)N=Nc1c(O)[nH]c2ccc(C(C)C)cc12	?	-18%	-6%	-3%	9%	-7%	-7%	-6%	3
O=C(Cn1ncc(Cl)c(Cl)c1=O)Nc1ccc2c(c1)OCO2	-19%	28%	6%	?	-3%	-20%	-10%	188%[activator]	-26
Cc1ccccc1OCc1nc2ccccc2c(=O)n1/N=C/c1cccc([N+](=O)[O-])c1	-24%	-1%	-3%	26%[59 µM]	0%	6%	-16%	4%	-2
CN1C(=S)SC(C)(C)C1NO (configuration not stated)	-15%	19%	12%	0%[12.7 µM]	27%	20%	-13%	-20%	4
O=C(CCS(=O)(=O)c1ccccc1)N1CCN(c2ccccc2)CC1	-6%	35%	1%	22%	-5%	-5%	7%	/	2
O=S(=O)(c1ccc(=S)[nH]c1)N1CCOCC1	11µM*	-19%	-5%[15.4 µM]	?	-3%	-5%	?	?	-5
CS(=O)(=O)N(CC(=O)N1CCOCC1)c1ccc2c(c1)OCO2	-1%	26%	-2%	0%[12.7 µM]	0%	-1%	5%	154%[activator]	-12
CCC(=O)c1cn([C@@H](CCC(OC)OC)CC(=O)OC(C)(C)C)cc1CC	-12%	28%	6%	/	-1%	/	10%	-2%	-2
Cc1cc(C)n(CC(O)Cn2cnc3c2c(=O)n(C)c(=O)n3C)n1 (configuration not stated)	-3%	31%	-9%	-2%[59 µM]	-1%	-1%	7%	0%	1

Printed as active in JMJD2A Tudor inh (from the list above):
SMILES	JMJD2A Tudor inh	HP1b chromo inh	ERG Ets-DNA blk	G9a block	GLS inh	BAZ2B block	RGS4 inhibitor	ALOX12 inh	PI4K2A inh
COc1cc(=O)[nH]c(SCC(=O)Nc2nc3c(s2)CCCC3)n1	32µM*	-5%	8%	9%[59 µM]	?	2%	?	-26%	3
O=S(=O)(c1ccc(=S)[nH]c1)N1CCOCC1	11µM*	-19%	-5%[15.4 µM]	?	-3%	-5%	?	?	-5

The listing continues:
SMILES	JMJD2A Tudor inh	HP1b chromo inh	ERG Ets-DNA blk	G9a block	GLS inh	BAZ2B block	RGS4 inhibitor	ALOX12 inh	PI4K2A inh
Cc1cc(NC(=O)Cn2cnc3sccc3c2=O)no1	-4%	15%	-3%	/	-4%	/	38%	-2%	3
c1ccc(COCC2CCNCC2)cc1	3%	26%	-1%	/	-16%	11%	-12%	-11%	-10
CCCN(CCC)S(=O)(=O)c1ccc(C(=O)Nc2cccnc2)cc1	-11%	27%	0%	-50%	16%	-5%	32%	0%	-1
COCCCNCCCOc1ccc(C(C)(C)c2ccccc2)cc1	6.3µM*	?	/	2.8µM*	-14%	45µM*	-16%	?	3
COc1ccc(CCNC(=O)/C=C/c2cc(OC)c(OC)c(OC)c2)cc1OC	-7%	26%	-13%	27%[0.0925 µM]	3%	-7%	-15%	-5%	-2
O=C1CC(Nc2cc(=O)[nH]c(=O)[nH]2)C(=O)N1c1ccccc1Cl (configuration not stated)	-14%[11.4 µM]	21%	16%	-17%	-2%	-3%	10%[11.4 µM]	5%	7
O=C(CSCc1ccc(Cl)cc1Cl)Nc1ccccc1C(=O)Nc1ccc(C(=O)O)cc1	-32%	34%	11%	-40%	1%	?	-12%	?	4
CCCCOc1ccc(C(=O)Nn2cnnc2)cc1	-13%	22%	1%	?	-6%	3%	1%	-19%	3
C/C(Cl)=C/Cn1c(SC(C)C)nc2c1c(=O)[nH]c(=O)n2C	-11%	-22%	2%	?	-3%	-8%	?	/	-13
COc1ccc(NC(=O)C2CCCC2)cn1	-4%	37%[activator]	-5%	22%	5%	0%	4%	-7%	6
CCOc1ccccc1N1CCN(C(=O)c2ccccc2)CC1	-5%	39%[activator]	1%	6%[12.7 µM]	25%	27%	-2%	8%	5
O=C(CSc1n[nH]c(-c2ccccn2)n1)Nc1ccccc1	4µM*	47%[activator]	-3%	/	8%	?	-2%	2%	-3
COc1ccccc1NC(=S)N1CCN(c2ccc(F)cc2)CC1	1%	8%	-2%	-4%[0.501 µM]	7%	1%	4%	-3%	1
COCCn1c(=S)[nH]c2cc(C(=O)N3CCN(c4ccccc4OC)CC3)ccc2c1=O	-34%	37%[activator]	3%	?	-1%	-11%	-26%	3%	2
Cc1cc(C(=O)N(C)CC(=O)Nc2ccc(F)c(F)c2F)no1	-5%	27%	5%	13%[12.7 µM]	1%	-1%	-6%	403%[activator]	0
C/C(=C/C#N)Nc1ccc(C)cc1	-11%	29%	0%	13%	17%	-17%	9%	0%	-1
CN(CC(=O)Nc1c(Cl)cccc1Cl)C(=O)C1CC(=O)N(Cc2ccccc2)C1 (configuration not stated)	-5%	38%	1%	?	0%	?	40%	9%	-2
O=[N+]([O-])c1cc(-c2nc3nc4ccccc4nc3n2CCc2ccccc2)cc([N+](=O)[O-])c1	-2%	57%[activator]	14%	?	4%	16%	-3%	2%	-1
NC(=O)Cn1nc([N+](=O)[O-])nc1Oc1ccccc1C(=O)N1CCOCC1	-5%	32%	7%	17%	-3%	1%	15%	-4%	1
COc1ccc(Oc2coc3c(CN(C)C)c(O)ccc3c2=O)cc1	-23%	12%	-8%	14%[12.7 µM]	6%	10%	45%	2%	4
COc1ccc(CCNC(=O)CS(=O)(=O)Cc2nc(-c3ccccc3Cl)oc2C)cc1OC	-20%	4%	-1%	/	0%	8%	0%	18%&25%	-7
CCOC(=O)N1CCN(C(=O)c2c(-c3ccccc3)noc2C)CC1	-19%	40%[activator]	4%	?	0%	3%	-2%	-2%	-2
CCC(=O)Nc1ccc(C(=O)NNC(=O)c2cc([N+](=O)[O-])cc([N+](=O)[O-])c2)cc1	-14%	-7%	-5%	-24%	19%	-10%	20%	-1%	1
COc1cccc(N/C(SCc2ccccc2C)=C(/C#N)C(=O)NCc2cccs2)c1	-19%	-1%	98%[activator]	4%	5%	7%	-12%	4%	-4
COCCNC(=O)C(=O)NNS(=O)(=O)c1ccc(Cl)cc1	-1%	45%[activator]	-12%	/	5%	18%	-5%	-9%	-1
COc1ccc(N2CCN(C(=O)CCn3c(=O)[nH]c4cc(OC)c(OC)cc4c3=O)CC2)cc1	-6%	32%	3%	-21%[59 µM]	-4%	3%	11%	-29%	4
Cc1c[n+](CC(=O)c2ccccc2)cs1	-17%	38%[activator]	6%	15%[0.501 µM]	-19%	-4%	-23%	-1%	-1
COc1ccc(CC(=O)N(C)Cc2ccc(C(C)(C)C)cc2)cc1S(=O)(=O)N1CCOCC1	-7%	19%	-10%	11%	-1%	?	-17%	0%	6
COc1ccc(NC(=O)COc2ccc(/C=N/NC(=O)c3cccnc3)cc2OC)cc1	-12%	38%	4%	7%[59 µM]	-2%	-3%	-6%	-3%	-1
CCC(=O)c1ccc(OCC(=O)N(C)CC(=O)Nc2cccc(F)c2)cc1	0%	67%[activator]	-1%	-13%[59 µM]	-3%	-10%	-11%	-14%	-5
Cc1nn(Cc2nnc(SCC(=O)Nc3ccc(Cl)cc3)n2C)c(C)c1[N+](=O)[O-]	-13%	-2%	15%	?	4%	?	5%	7%	-2
O=C(CC1NCCNC1=O)Nc1cc(Cl)cc(Cl)c1 (configuration not stated)	-15%	14%	8%	23%	-2%	-3%	-13%	1%	18

A portion of the library. The share of hits here may be higher or lower than overall.
